Keap1 Nrf2 FP = Keap1-Nrf2 protein-protein interaction inhibitors, primary screen, biochemical, fluorescence polarization, single point. Kelch-like ECH-associated protein 1 (Homo sapiens), Q14145. Keap1 Kelch-Nrf2 peptide fluorescence polarization, 1536-well. inhibition, % at 9.4 µM. actives 0.15% (n = 340,000); in the data active means inhibition above about 12%;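 further: human Keap1 Kelch domain with fluorescein labeled Nrf2 9mer peptide probe; 0% = neutral control wells and 100% = peptide positive control; higher means more block of Keap1 binding to Nrf2 peptide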
NSD2 inh = NSD2 histone methyltransferase inhibitors, primary screen, biochemical, AlphaScreen, single concentration, set 2. NSD2 peptide methylation, 120 min. actives 0.54% (n = 310,000). AID 743445, 2014. inhibition, % at 12.5 µM. Histone-lysine N-methyltransferase NSD2 (Homo sapiens), O96028; in the data active means inhibition above about 50%
Arr AP2 block = inhibitors of beta-arrestin/AP2 binding, primary screen, biochemical, GPCR trafficking, flow cytometry. beta-arrestin 1 C-terminal peptide binding to AP2 beta2-adaptin appendage (human). FITC-arrestin peptide / GST-AP2 beads; AP2 beta2 appendage carries R879A mutation. inhibition, % at 10 µM. actives 0.31% (n = 340,000). AID 504490, 2011;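 active means inhibition above a set limit, near 3 SD of compounds lacking own fluorescence, cut at about 54% in these data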;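 further: plate controls were DMSO wells for no effect and 5 µM unlabelled arrestin peptide for full effect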
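System: GST-AP2 R879A glutathione beads. Medium: PBS with 0.05% Tween 20 and 0.1% BSA. Also added: FITC-arrestin peptide, 50 nM. Incubation: 12 min plus 1 h, RT. Measured by: high-throughput flow cytometry of beads, ex 488, em 535 nm. Evaluation: percent drop in bead-associated FITC signal.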
DAGLB inhibitor = DAGLB lipase inhibitors, primary screen, biochemical, fluorescence, HTS; Diacylglycerol lipase-beta (Homo sapiens), Q8NCG7; HEK293T DAGLB membrane lysate, EnzChek fluorogenic substrate; inhibition, % at 5.17 µM; actives 0.059% (n = 340,000); AID 504411, 2011; in the data active means inhibition above about 34%;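 further: 0% = enzyme with vehicle and 100% = wells lacking enzyme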
Target sequence (Q8NCG7 whole entry, looked up): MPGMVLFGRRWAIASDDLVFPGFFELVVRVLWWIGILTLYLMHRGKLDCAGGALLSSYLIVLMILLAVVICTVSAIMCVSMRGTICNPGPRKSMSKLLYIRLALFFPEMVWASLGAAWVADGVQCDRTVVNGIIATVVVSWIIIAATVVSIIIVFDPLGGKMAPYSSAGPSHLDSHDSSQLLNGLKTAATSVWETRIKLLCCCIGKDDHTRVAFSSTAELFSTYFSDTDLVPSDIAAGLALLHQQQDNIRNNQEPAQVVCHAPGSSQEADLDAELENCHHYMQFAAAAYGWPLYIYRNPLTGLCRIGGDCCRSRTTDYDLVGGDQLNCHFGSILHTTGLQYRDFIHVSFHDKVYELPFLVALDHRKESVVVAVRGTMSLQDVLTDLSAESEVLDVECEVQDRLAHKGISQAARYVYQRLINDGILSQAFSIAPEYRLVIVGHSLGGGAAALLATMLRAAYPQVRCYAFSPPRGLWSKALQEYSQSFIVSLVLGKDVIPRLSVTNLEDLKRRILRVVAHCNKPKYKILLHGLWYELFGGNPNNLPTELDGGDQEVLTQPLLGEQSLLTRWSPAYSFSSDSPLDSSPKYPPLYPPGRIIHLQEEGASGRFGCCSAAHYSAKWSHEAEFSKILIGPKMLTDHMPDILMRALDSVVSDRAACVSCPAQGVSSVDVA
SR-BI HDL uptake = inhibitors of SR-BI mediated HDL lipid uptake, primary screen, ldlA[mSR-BI] cells, fluorescence, single point | AID 488896, 2010 | actives 0.96% (n = 320,000) | Scavenger receptor class B member 1 (Mus musculus), Q61009 | ldlA[mSR-BI] CHO cells, DiI-HDL uptake fluorescence, 3 h | inhibition, % at 12.5 µM;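 active means mean replicate inhibition of at least 70% and a set share of replicates each scoring 70 or more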;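 further: 0% = median of neutral control wells and 100% = median of positive control wells; values of inactives mirror those of a sister screen read the other way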
PKA-R2B activ = activators of PKA-R2B holoenzyme, primary screen, biochemical, fluorescence polarization, Cy5-IP20, human; AID 504700, 2011; PKA-R2B holoenzyme dissociation; R2B truncated from residue 108, S112A mutant; 0% DMSO only, 100% 113 µM cGMP; cAMP-dependent protein kinase catalytic subunit beta (Homo sapiens) + cAMP-dependent …; activation, % at 11.4 µM; actives 0.079% (n = 340,000);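 active means activation above a cutoff set at the mean over all compounds plus 3 SD, cut at about 18% in these data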;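 further: higher means more holoenzyme dissociation and a rise in polarization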
SR-BI uptake up = activators of SR-BI mediated DiI-HDL uptake, primary screen, ldlA[mSR-BI] CHO cells, DiI fluorescence; 3 h; 100 = double the neutral-control signal; activation, % at 12.5 µM; actives 0.096% (n = 320,000);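 active means mean replicate activation of at least 60% and every replicate at or above 60%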;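 further: 0% = median plate neutral-control signal and 100% = twice that signal; values of inactives mirror those of a sister screen read the other way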
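System: LDL receptor-deficient CHO ldlA cells overexpressing murine SR-BI | Timing: 3 h uptake period with compound, 37 °C | Medium: HEPES-buffered (25 mM, pH 7.4) F12 plus 0.5% BSA | Dosing: Single-point compound dose | Signal: Bottom-read fluorescence, 550/595 nm | Read-out: Retained DiI signal reflecting DiI-HDL uptake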
Cardiac RTF inh = cardiac RTF calcium sensitivity inhibitors, primary screen, biochemical, IANBD-TnC fluorescence, EC70 calcium | Troponin I, cardiac muscle (Homo sapiens) + Troponin T, cardiac muscle (Homo sapiens) + … | AID 493244, 2011 | IANBD-labeled cardiac RTF, Ca2+ fluorescence | inhibition, % at 7.15 µM | actives 0.12% (n = 340,000);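 active means inhibition above the mean inhibition of all tested compounds plus 3 SD, cut at about 17% in these data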;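 further: assay run at fixed EC70 calcium of 1.6 mM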
C-LANA FP = inhibitors of KSHV C-LANA binding to DNA, primary screen, biochemical, fluorescence polarization, FAM-LBS DNA, MBP-C-LANA, single point | inhibition, % at 9 µM | Kaposi's sarcoma herpesvirus LANA C-terminal domain (residues 932-1162) DNA binding | actives 0.078% (n = 340,000);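 active means highest replicate inhibition at or above 60% at 9 µM, even if other replicates fall short; inactive means all replicates below 60% inhibition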;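 further: 0% = neutral control wells and 100% = 4 µM acridine orange control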
PvdQ inh = P. aeruginosa PvdQ acylase inhibitors, primary screen, biochemical, fluorescence, plate reader and imaging, single point | PvdQ acylase [Pseudomonas aeruginosa LESB58] | purified PvdQ acylase | inhibition, % at 10 µM | actives 0.063% (n = 340,000) | AID 488965, 2010; in the data active means inhibition above about 30%, passing the limit was not always enough;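 further: 0% = vehicle neutral wells and 100% = reference inhibitor wells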
* = called active by the depositor; . = not tested or not shown.

Keap1 Nrf2 FP	SMILES	NSD2 inh	Arr AP2 block	DAGLB inhibitor	SR-BI HDL uptake	PKA-R2B activ	SR-BI uptake up	Cardiac RTF inh	C-LANA FP	PvdQ inh
-1	CCN(CC)C(=O)[C@H]1CC(CC(=O)NCCCN(C)C)C(=O)N2CCc3c([nH]c4ccc(OC)cc34)[C@]12C (stereo partly drawn)	.	-2	-1	1	5	-1	-5	0.9	-7
2	O=c1c2c(nc3cc(-c4ccccc4)[nH]n13)CCC2	0	21	4	-18	-8	18	-4	0.7	-6
2	CCCn1c(N)c(N(CCOC)C(=O)c2cccc(S(=O)(=O)N3CCCc4ccccc43)c2)c(=O)[nH]c1=O	1	10	1	4	-11	-4	-6	-2.8	-12
-5	CC(C)c1ccc(N(CC(=O)NCc2ccco2)C(=O)CCC(=O)Nc2ccccn2)cc1	-5	5	4	.	1	.	-11	2.3	-10
-4	O=C(Nc1ccc2oc(-c3ccccc3)nc2c1)c1cccnc1	8	2	-2	0	3	0	-6	0.6	-7
0	CC(=O)Oc1ccc2oc(=O)c3c(c2c1)CCCN3C(=O)CN1CCN(c2ncccn2)CC1	1	-3	3	-46	-1	46	-4	0.3	0
-6	CC(/C=C/c1ccco1)=N/NC(=O)C1COc2ccccc2O1 (stereo not drawn)	2	-1	1	-2	-5	2	-4	-0.9	17
-3	O=C1CC(c2nc3ccccc3[nH]2)CN1c1ccccc1F (stereo not drawn)	.	5	-2	-25	-9	25	1	-0.9	2
-2	CCOC(=O)CSc1n[nH]c(=O)n1CCc1ccccc1	-6	33	-1	-27	1	27	6	7.1	8
-1	Cc1cccc(-n2cnc3cc([N+](=O)[O-])ccc32)c1	2	-7	-1	18	4	-18	-2	-0.2	-7
-2	O=C1CC(C2CCCO2)C(=O)N1c1cccc(Cl)c1 (stereo not drawn)	-4	21	1	4	4	-4	4	-1.1	-11
-6	COc1cc(/C=N/NS(=O)(=O)c2ccc3ccccc3c2)ccc1OCCN1CCOCC1	3	12	1	-11	-5	11	10	-0.5	2
1	CCOC(=O)c1ccc(S(=O)(=O)NCCN2CCOCC2)cc1	-3	6	0	-17	-6	17	-2	1.0	-3
0	Cc1ccc(OCC(=O)N2CCN(S(=O)(=O)c3ccccc3[N+](=O)[O-])CC2)cc1	0	-11	-3	-3	-7	3	5	-0.2	-12
-1	CC(=O)NC1C(c2nc3ccccc3s2)=C(c2ccccc2)C(=O)N1c1ccc(C)cc1 (stereo not drawn)	2	29	-2	17	-14	-17	-1	-0.8	6
1	CCOC(=O)C1C(C(=O)Nc2cccc(C(F)(F)F)c2)C1C(=O)NC(C)C (stereo not drawn)	-1	4	-1	-3	-6	3	-2	-0.7	-8
-3	Cc1cc(=O)n2nc(N3CCCC3C(=O)Nc3cccc(F)c3)sc2n1 (stereo not drawn)	.	-2	2	-7	-5	7	1	0.6	-23
5	COc1ccc(C)cc1NC(=O)CNC(=O)Cn1ccc2ccccc2c1=O	.	1	0	57	4	-57	-16	0.2	-9
-1	CC1CN(c2ccc([N+](=O)[O-])c(NCCOc3ccccc3)c2)CC(C)N1 (stereo not drawn)	21	6	2	-40	0	40	10	1.5	8
-2	COc1ccc(C(CNC(=O)c2cccc3cccnc23)N(C)C)cc1 (stereo not drawn)	4	26	-1	-4	7	4	-8	0.8	-8
-2	COc1cccc(C2(O)CCN(CC(=O)NCC3CC3)CC2)c1	-4	-3	2	-4	4	4	-3	2.4	-8
-2	CC(C)[C@H](NC(=O)NC1CCCC1)C(=O)O	-3	2	-1	-16	-2	16	1	-2.2	-1
0	O=C(CSc1nncn1-c1ccccc1)Nc1ccc(N2CCOCC2)cc1	1	-10	1	-6	-3	6	-1	2.4	-6
-8	CCOc1ccc(NC(=O)c2ccc(-c3csc(C)n3)cc2)cc1	0	-1	-2	27	-5	-27	-5	2.3	-20
-5	Cc1cccc(N2CCN(C(c3ccccc3)c3nnnn3CC3CCCO3)CC2)c1C (stereo not drawn)	2	1	-9	13	-8	-13	-10	-1.3	-9
0	Cc1ccc2nc(-c3ccccc3)c(CN3CCN(c4ccccc4F)CC3)n2c1	17	9	0	38	0	-38	6	-0.8	-5
-3	COc1cc(NC(=O)CCN2CCN(Cc3ccccc3)CC2)cc(OC)c1	-1	-1	-2	-14	-6	14	-1	0.1	-19
-4	CC1CN(C(=O)Nc2cccc(Cl)c2)C2(CCCCCC2)O1 (stereo not drawn)	47	.	0	-7	-11	7	-5	-0.5	-7
2	CO/N=C/NC(=O)Cc1cn(-c2ncc(C(F)(F)F)cc2Cl)c2ccccc12	-1	20	-8	23	1	-23	5	-0.4	0
-5	FC(F)(F)c1ccc(CN2C[C@@H]3C(c4ccccc4)C4(c5cccnc5)CC3(C4)[C@H]2c2ccccc2)cc1 (stereo partly drawn)	.	-4	-11	-1	-5	1	-4	-3.4	-15
4	CC(C)C(=O)NC(c1ccccc1Cl)c1c(O)ccc2ccccc12 (stereo not drawn)	2	3	5	5	1	-5	5	3.3	0
-4	Cc1ccccc1C(=O)Nc1ccnn1C1CCN(C(=O)C2CCOC2)CC1 (stereo not drawn)	-1	-9	1	6	-3	-6	-5	-0.6	2
2	CC1Cc2nc(SCC(=O)NCCc3ccccc3)n(C)c(=O)c2S1 (stereo not drawn)	.	-4	-1	.	10	.	-7	0.6	-9
-6	O=C(CCc1ccc(S(=O)(=O)N2CCOCC2)cc1)N1CCc2ccccc2C1	-5	1	0	-6	-1	6	-5	-0.7	-9
2	C=C(C)Cn1cnc2c(oc3nc4c(cc32)CCCC4)c1=O	2	40	0	3	6	-3	-4	-0.2	0
-2	O=C(c1cccn2c(=O)c3ccc(Cl)cc3nc12)N1CCN(Cc2ccc3c(c2)OCO3)CC1	-11	26	2	-5	-5	5	7	-1.8	4
-2	COC(=O)C(C#N)C(c1cccnc1)c1c(C)[nH][nH]c1=O (stereo not drawn)	1	-4	-3	-8	5	8	-1	-2.1	-11
2	COc1ccc(OC)c(-c2cc(C(=O)Nc3c(C)nn(Cc4ccc(Cl)cc4)c3C)no2)c1	-1	16	-12	78*	-6	-78	0	-0.5	4
-1	O=C(O)Cc1sc(N/N=C\c2ccccc2)nc1-c1ccccc1	.	17	9	6	-10	-6	-5	-0.3	-6
-2	CCC(CC)NC(=O)c1cccc(NC(=O)C(C)C)c1	0	-7	0	-9	-6	9	-7	-0.6	-5
-4	CN1CCN(C(=O)C2CCCCC2C(=O)O)CC1 (stereo not drawn)	.	3	0	4	-5	-4	3	-0.8	-11
-4	Cc1ccc2c(c1)CCCN2CC(=O)Nc1cccc(S(=O)(=O)N2CCCC2)c1	-1	-13	1	36	0	-36	-4	-0.3	-14
-1	COc1ccc(C(=O)Nc2c(C)cc(C)cc2C)cc1OC	-2	22	1	5	-12	-5	-5	-2.9	-8
-7	O=C(CCN1C(=O)COc2ccccc21)NCCN1CCOCC1	0	5	-2	-33	0	33	-7	0.2	20
-5	COc1ccc(NC(=O)COc2cc(C)cc(C)c2)cc1S(=O)(=O)N1CCCCC1	0	-4	-9	49	-8	-49	0	0.4	-3
-5	COc1cccc(N2CCN(C(=O)CC(C)(C)CC3=NS(=O)(=O)c4ccccc4N3)CC2)c1	1	-5	2	44	-2	-44	1	0.3	-6
2	NC(=O)Cn1nc(-c2ccccc2)nc1-c1ccccc1	-1	6	0	.	-6	.	3	-0.4	1

Part of the list above in order of formula weight, lowest first:
Keap1 Nrf2 FP	SMILES	NSD2 inh	Arr AP2 block	DAGLB inhibitor	SR-BI HDL uptake	PKA-R2B activ	SR-BI uptake up	Cardiac RTF inh	C-LANA FP	PvdQ inh
-2	CC(C)[C@H](NC(=O)NC1CCCC1)C(=O)O	-3	2	-1	-16	-2	16	1	-2.2	-1
2	NC(=O)Cn1nc(-c2ccccc2)nc1-c1ccccc1	-1	6	0	.	-6	.	3	-0.4	1
-4	O=C(Nc1ccc2oc(-c3ccccc3)nc2c1)c1cccnc1	8	2	-2	0	3	0	-6	0.6	-7
-2	COc1cccc(C2(O)CCN(CC(=O)NCC3CC3)CC2)c1	-4	-3	2	-4	4	4	-3	2.4	-8
-4	CC1CN(C(=O)Nc2cccc(Cl)c2)C2(CCCCCC2)O1 (stereo not drawn)	47	.	0	-7	-11	7	-5	-0.5	-7
-7	O=C(CCN1C(=O)COc2ccccc21)NCCN1CCOCC1	0	5	-2	-33	0	33	-7	0.2	20
-2	COc1ccc(C(CNC(=O)c2cccc3cccnc23)N(C)C)cc1 (stereo not drawn)	4	26	-1	-4	7	4	-8	0.8	-8
-3	Cc1cc(=O)n2nc(N3CCCC3C(=O)Nc3cccc(F)c3)sc2n1 (stereo not drawn)	.	-2	2	-7	-5	7	1	0.6	-23
-4	Cc1ccc2c(c1)CCCN2CC(=O)Nc1cccc(S(=O)(=O)N2CCCC2)c1	-1	-13	1	36	0	-36	-4	-0.3	-14
-5	Cc1cccc(N2CCN(C(c3ccccc3)c3nnnn3CC3CCCO3)CC2)c1C (stereo not drawn)	2	1	-9	13	-8	-13	-10	-1.3	-9
-6	COc1cc(/C=N/NS(=O)(=O)c2ccc3ccccc3c2)ccc1OCCN1CCOCC1	3	12	1	-11	-5	11	10	-0.5	2
-5	COc1cccc(N2CCN(C(=O)CC(C)(C)CC3=NS(=O)(=O)c4ccccc4N3)CC2)c1	1	-5	2	44	-2	-44	1	0.3	-6
